# SIAE primary = human SIAE inhibition, primary screen | Q9HAT2 | SIAE FP-Rh probe binding, fluorescence polarization | inhibition, % at 9.66 µM | 0.69% of 370,000 active | AID 1053197;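 active = inhibition above a cutoff: mean of compounds within the control limits plus 3 SD of those, cut at about 17% in these data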;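 note: 0% = plate median of compound wells and 100% = probe without SIAE protein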
# ADAM10 inh = inhibits human ADAM10 | AID 720582 | recombinant ADAM10, EDANS/DABCYL FRET peptide cleavage, 3 h | 0.62% of 370,000 active | O14672 | inhibition, % at 7 µM;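 active = inhibition above a per-campaign cutoff equal to the mean of compounds falling between control-based bounds plus 3 SD, cut at about 20% in these data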;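 note: 0% = DMSO wells while the 100% control is not disclosed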
# Target sequence (O14672 214-748 limits assumed): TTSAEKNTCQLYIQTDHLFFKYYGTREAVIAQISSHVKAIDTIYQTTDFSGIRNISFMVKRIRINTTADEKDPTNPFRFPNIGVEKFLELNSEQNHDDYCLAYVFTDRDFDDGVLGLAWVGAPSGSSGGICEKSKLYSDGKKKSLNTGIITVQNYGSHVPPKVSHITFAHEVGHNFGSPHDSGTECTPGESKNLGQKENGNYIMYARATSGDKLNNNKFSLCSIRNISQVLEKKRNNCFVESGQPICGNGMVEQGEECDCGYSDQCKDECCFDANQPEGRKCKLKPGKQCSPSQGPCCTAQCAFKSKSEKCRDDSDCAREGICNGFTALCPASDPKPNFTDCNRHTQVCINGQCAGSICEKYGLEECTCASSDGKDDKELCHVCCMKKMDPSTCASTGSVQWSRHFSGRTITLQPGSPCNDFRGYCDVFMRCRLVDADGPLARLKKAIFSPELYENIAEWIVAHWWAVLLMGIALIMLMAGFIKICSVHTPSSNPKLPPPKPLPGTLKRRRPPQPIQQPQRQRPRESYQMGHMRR
# Tn6 DDE FP = DD(E)-Tn6 binding inhibition, primary FP screen; P02675; Fibrin DD(E) TRITC-Tn6 fluorescence polarization displacement; inhibition, % at 8.3 µM; 0.21% of 370,000 active;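 active = inhibition above a per-campaign cutoff: mean of compounds within control limits plus 3 SD, cut at about 15% in these data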;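 note: 0% = median of all compound wells on the plate and 100% = blocking peptide control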
# PLCg1 inh = PLC-gamma1 (human) inhibition, primary screen; P19174; purified PLC-gamma1, fluorogenic substrate, fluorescence; inhibition, % at 12.2 µM; 0.84% of 370,000 active; AID 720700; in the data active = inhibition above about 9.5%
# PLC-beta3 inh = blocks human PLC-beta3 enzyme activity; Q01970; 0.18% of 370,000 active; inhibition, % at 12.2 µM; Purified PLC-beta3, fluorogenic substrate, fluorescence; in the data active = inhibition above about 11%;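 note: 0% = median of compound wells on plate and 100% = full blocker control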
# ASAP1 inh = ASAP1 ArfGAP inhibition; inhibition, % at 16.5 µM; Q9ULH1; 0.19% of 360,000 active; ASAP1-stimulated ARF1 GTP hydrolysis, GDP FP detection; in the data active = inhibition above about 25%;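 note: 0% = vehicle with enzyme and substrate and 100% = no enzyme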
# Target sequence (Q9ULH1 325-724 limits assumed): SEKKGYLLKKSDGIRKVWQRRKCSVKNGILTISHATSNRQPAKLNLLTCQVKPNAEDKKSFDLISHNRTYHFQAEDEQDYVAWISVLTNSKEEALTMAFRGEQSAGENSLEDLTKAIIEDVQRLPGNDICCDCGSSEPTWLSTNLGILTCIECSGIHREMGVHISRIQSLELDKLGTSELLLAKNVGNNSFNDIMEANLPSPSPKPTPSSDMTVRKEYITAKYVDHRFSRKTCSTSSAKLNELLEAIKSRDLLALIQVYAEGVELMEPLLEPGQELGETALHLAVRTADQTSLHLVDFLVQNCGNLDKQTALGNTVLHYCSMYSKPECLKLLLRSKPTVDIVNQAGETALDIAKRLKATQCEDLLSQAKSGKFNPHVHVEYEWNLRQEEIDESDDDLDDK
# TDP2 absorb = blocks human TDP2 phosphodiesterase activity. AID 720702. inhibition, % at 12.8 µM. 0.34% of 370,000 active. O95551. recombinant TDP2, T5PNP hydrolysis, p-nitrophenol absorbance 415 nm;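 active = inhibition above the mean of all tested compounds plus 3 SD, set per campaign, cut at about 25% in these data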;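 note: 0% = DMSO with enzyme and 100% = buffer with substrate but no TDP2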
#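 Incubation: 2 h at 37 °C; Test system: recombinant human TDP2; Quantity: enzyme 120 nM; Read-out basis: percent inhibition; Medium: 50 mM Tris-HCl pH 7.5 with Mg2+, KCl, DTT, BSA; Repeats: single replicate; Compound: 12.8 µM single point, 1% DMSO; Signal: epi absorbance; Reagent: 5 mM T5PNP chromogenic substrate; Benchmarks: no-enzyme high, DMSO-plus-enzyme low.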
# DDE Tn7 FP inh = DD(E)-Tn7 binding inhibition, primary FP screen. FP displacement of FITC-Tn7 peptide from fibrin DD(E); 0% = median of compound wells per plate. inhibition, % at 8.3 µM. 0.13% of 370,000 active;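 active = inhibition above the mean of compounds falling within the control limits plus 3 SD of them, cut at about 14% in these data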;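 note: 0% = plate median of compound wells and 100% = 10 µM Aha-Tn7 peptide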
#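 system = human fibrin DD(E) protein | quantity = DD(E) 2 µM final | medium = Tris/NaCl/CaCl2 buffer, pH 7.8 | also added = labelled Tn7 tracer, 0.1 µM | compound dosing = single point at 8.3 µM | timing = compound with protein 10 min, then 3 h after probe, room temperature | signal = FP measurement | benchmarks = Aha-Tn7 high control | repeats = one replicate per compound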
# ARFGAP1 inh = rat ARFGAP1 inhibition. Q62848. Arfgap1-stimulated ARF1 GTP hydrolysis, GDP FP detection. inhibition, % at 16.5 µM. 0.26% of 360,000 active. AID 651572;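 active = inhibition above a per-plate limit, mean inhibition of low control wells plus 3 SD, cut at about 25% in these data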;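 note: 0% = DMSO wells with enzyme and 100% = wells lacking Arfgap1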
# Target sequence (Q62848 1-136 limits assumed): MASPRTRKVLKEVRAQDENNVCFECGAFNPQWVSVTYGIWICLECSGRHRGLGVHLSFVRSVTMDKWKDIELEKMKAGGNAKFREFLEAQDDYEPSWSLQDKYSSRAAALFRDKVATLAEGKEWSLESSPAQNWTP
#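 Material – truncated rat Arfgap1 GAP domain · Buffer or medium – HEPES-based buffer, pH 7.5 · Reagent – human ARF1(Δ1-17)-GTP substrate · Dosing – 16.5 µM single point, 1.26% DMSO · Schedule – GTP hydrolysis reaction 2 h at 25 °C · Technique – GDP detection by fluorescence polarization · Benchmarks – No-Arfgap1 wells (100%) versus DMSO full-reaction wells (0%) · Repeats – single replicate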
# ADAM17 inh = ADAM17 inhibition, QFRET primary screen. P78536. recombinant ADAM17, EDANS/DABCYL FRET peptide cleavage. inhibition, % at 6.95 µM. 0.83% of 370,000 active. AID 720648;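 active = inhibition above the mean of compounds lying between control limits plus 3 SD, set per campaign, cut at about 8.5% in these data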;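 note: 0% = DMSO-only wells as the low control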
# Starred values were filed as active, the others as inactive; / = not tested or not shown. An unsorted share of the library; 3.6% or so of the library scored in one or more.
Molecule	SIAE primary	ADAM10 inh	Tn6 DDE FP	PLCg1 inh	PLC-beta3 inh	ASAP1 inh	TDP2 absorb	DDE Tn7 FP inh	ARFGAP1 inh	ADAM17 inh
CCOC(=O)C1=C(C(=O)OCC)C2N(Cc3ccc(C#N)cc3)c3ccccc3[C@@]23C[C@@H](C(=O)OC)N(S(=O)(=O)c2ccccc2C)C3=N1 (stereo not given in full)	0	1	-1	-3	-1	10	-3	0	-18	1
Cc1ccc(NC(=O)c2cc(-c3cc(C)c(C)cc3O)n[nH]2)cc1C	-4	1	2	3	1	17	11	3	-3	-6
O=[N+]([O-])c1ccc(NN=C2CCCCC2)c([N+](=O)[O-])c1	0	3	-6	1	4	8	7	1	11	1
O=C(c1cnccn1)N(Cc1ccco1)C1(C(=O)NC2CCCC2)CCCCC1	3	1	8	3	3	-3	-8	-2	0	2
CCCc1[nH][nH]c(=O)c1C(c1cccc(Cl)c1)C(C#N)C#N (stereo not given)	6	3	-3	0	-2	-19	5	1	15	-5
O=C(C1CCCCC1)N1CCN(c2ncccn2)CC1	0	-9	4	-1	-3	-9	-7	4	-14	-7
COc1ccc(C(=O)CCC(=O)Nc2cccc(Cl)c2)cc1	5	10	0	6	-6	-1	-11	-4	-10	1
Cc1cc(=O)oc2cc(OC(C)C(=O)N3CCOCC3)c(Cl)cc12 (stereo not given)	3	-409	4	-38	-54	-11	-7	5	2	-110
CN(C)c1ccc(/C=C2\N=C(C(C)(C)C)OC2=O)cc1	3	-24	-3	-19	-23	5	-7	5	6	-6
O=C(NCCCCC(NC(=O)C1CCCCC1)C(=O)O)c1ccccc1 (stereo not given)	-6	-4	-4	1	4	4	-6	4	-3	-2
COc1ccc(CNC(=O)C2CCN(S(=O)(=O)c3ccc4c(c3)CC(C)N4C(=O)C3CC3)CC2)cc1 (stereo not given)	9	-3	-5	0	0	1	11	-3	-11	1
Cc1cccc(C(=O)NC(=S)NCc2cccnc2)c1	3	-2	-7	1	0	-13	0	-4	-7	-3

# Compounds listed so far with a cyano group, in the order listed:
Molecule	SIAE primary	ADAM10 inh	Tn6 DDE FP	PLCg1 inh	PLC-beta3 inh	ASAP1 inh	TDP2 absorb	DDE Tn7 FP inh	ARFGAP1 inh	ADAM17 inh
CCOC(=O)C1=C(C(=O)OCC)C2N(Cc3ccc(C#N)cc3)c3ccccc3[C@@]23C[C@@H](C(=O)OC)N(S(=O)(=O)c2ccccc2C)C3=N1 (stereo not given in full)	0	1	-1	-3	-1	10	-3	0	-18	1
CCCc1[nH][nH]c(=O)c1C(c1cccc(Cl)c1)C(C#N)C#N (stereo not given)	6	3	-3	0	-2	-19	5	1	15	-5

# (next part)
Molecule	SIAE primary	ADAM10 inh	Tn6 DDE FP	PLCg1 inh	PLC-beta3 inh	ASAP1 inh	TDP2 absorb	DDE Tn7 FP inh	ARFGAP1 inh	ADAM17 inh
CCOC(=O)N1CCN(C(=O)C[C@H]2C[C@@]3(C(=O)OC)C(=C[C@H](COCc4ccccc4)O[C@@H]3C)N(Cc3ccccc3)C2=O)CC1	2	4	-1	-1	-1	/	7	-3	/	1
C=CCOc1ccc(CNn2cn[nH]c2=S)cc1	10	3	2	-2	0	-22	2	5	10	-7
CC1CC(C)(C)CC2(C1)NC(=S)N(c1ccccc1)N2 (stereo not given)	6	1	-5	-1	-1	9	2	0	-1	-7
Cc1ccc(S(=O)(=O)NCc2cn3c(C)csc3n2)cc1	9	-6	-9	-3	-1	-1	9	4	0	-6
CCOc1ccc(NC(=O)c2ccc(CC)s2)c([N+](=O)[O-])c1	-6	-9	0	1	-11	0	-10	7	8	-8
Cc1cc(NC(=O)CCC(=O)N(CC(=O)NCC2CCCO2)c2ccccc2)no1 (stereo not given)	1	-8	2	1	-4	4	-3	2	-2	2
COC(=O)c1cc(C#N)c(N2CC(C)OC(C)C2)nc1C (stereo not given)	-5	-23	-16	-1	-1	-7	5	-4	-15	-4
COC(=O)[C@@]12CCCCC3=C1N(CCC3)C(=O)[C@H]2CC(=O)NCC12CC3CC(CC(C3)C1)C2	-1	-1	-6	-3	-1	/	-3	-3	/	-7
COc1cccc(CNc2nc3ccccc3n2C)c1O	4	9	-4	1	-4	4	-11	-1	-7	0
CCCCCN(C(=O)CN(C)Cc1ccc(OC)cc1OC)c1c(N)n(CCCC)c(=O)[nH]c1=O	12	-5	-6	-4	0	3	1	-4	-18	-4
COc1ccc(CN2CCN(C(=O)Cn3c(=O)oc4cc(Cl)ccc43)CC2)c(OC)c1OC	7	4	-5	0	1	5	-7	-7	-5	0
COC(=O)C1CN(S(=O)(=O)c2ccc(NC(C)=O)cc2)CCS1 (stereo not given)	3	-9	-1	7	-4	3	-19	-2	14	-5
Cc1ccc(Cl)cc1Nc1nc(-c2sc(NC(=O)c3ccco3)nc2C)cs1	-7	-16	-6	-49	-80	12	-4	-2	1	-6
CCOc1ccccc1NC(=O)C(=O)NCC1CCCN1CC (stereo not given)	-3	-1	5	1	3	9	-8	-9	-7	-2
Cc1ncc(C(=O)O)c(C(=O)O)c1N	4	-152	-2	-83	-115	-9	6	0	-8	-56
CC(NC(=O)CCc1nnc(C2CCCCC2)o1)c1ccc(F)cc1 (stereo not given)	10	1	-6	0	3	3	10	-3	7	1
COc1nc(-c2cccs2)cc(-c2ccc(C)cc2)c1C#N	-7	-27	0	-1	-6	4	2	2	-11	-9
CCOC(=O)Cn1c(CN2CCc3ccccc3C2)nc2c1c(=O)n(C)c(=O)n2C	-1	-27	-8	-12	-14	-3	7	0	-4	-10
CCCNC(=O)Cn1cccc1C(=O)c1ccccc1	2	-11	4	2	-1	0	-1	0	-5	-2
CC(C)(C)OC(=O)N(Cc1ccccc1)Cc1ccccc1OCc1cccc(NC(=O)c2ccccc2)c1	-28	5	0	-4	-1	5	-1	7	5	5
Cc1cccc(N(Cc2nnc3n2CCCCC3)C(=O)Nc2ccccc2)c1	-4	-14	-13	-1	0	1	-8	-4	6	-6
C/C(=N\NC(=O)c1nn(C)c(C)c1Br)c1cccc(NC(=O)c2ccc(F)cc2)c1	1	-6	-4	0	-1	-5	2	-1	-1	-4
C[C@H]1CNC(=O)c2c(C(=O)N[C@@H](Cc3c[nH]c4ccccc34)C(=O)OC(C)(C)C)ncn21	-1	1	-10	-1	-4	5	-1	7	6	-2
CN(C)S(=O)(=O)c1cccc(NC(=O)c2cc3c(=O)n4ccccc4nc3s2)c1	-4	-58	-1	-20	-21	16	4	-5	3	-12
CCOc1ccc(S(=O)(=O)N(CC(=O)NC2CCCC2)c2ccc(F)cc2)cc1	1	-7	-1	0	-1	-22	-1	-4	6	2
COc1ccc(/C=N/N2CCN(c3ccccc3OC)CC2)cc1OC	8	-9	-4	-1	-1	-4	8	-4	-3	-2
O=C(NCc1csc2ccc(Cl)cc12)Nc1ccccc1	-2	6	3	2	-4	-8	-1	-4	10	3
CCOC(=O)Cc1csc(NC(=O)c2cccnc2)n1	4	6	6	-1	3	20	9	4	-4	-4
CC1CC(c2ccccc2)n2nc(N3C(=O)c4ccccc4C3=O)nc2N1 (stereo not given)	1	-8	-2	0	-3	-7	4	-6	-5	-6
CCCCSCc1nc2ccccn2c1Br	-5	-5	1	-9	-13	-2	-4	-2	4	-8
O=C(Cn1nnc(-c2cccs2)n1)NNC(=O)c1ccccc1Cl	4	0	10	7	-8	-2	2	0	14	3
COc1ccc(CNC(=O)c2cccc3c2C(=O)N(Cc2cccnc2)C3)cc1	-5	-2	-4	3	3	3	-2	-3	12	-2
CC(=O)c1ccc(N2C(=O)[C@@H]3C(C(=O)CCN4C(=O)c5ccccc5C4=O)=NN[C@@H]3C2=O)cc1	1	-3	-1	3	-1	-5	6	3	-1	1
CC(C)C[C@H]1CN(CCCC[C@H]2CNC(=O)C(=O)N2Cc2ccccc2)C(=O)C(=O)N1CCc1ccc(O)cc1	-1	3	1	2	1	4	-7	2	5	1
CN1CCCN(C(=O)c2ccc(Cl)s2)CC1	-2	0	0	0	-7	-9	-12	8	4	2
Cc1ccc(CN2CCN(Cc3cccn3-c3ccccn3)CC2CCO)cc1 (stereo not given)	2	-2	-1	-1	0	-9	3	0	-1	-1
CC(/C=C1\SC(=O)N(CCCC(=O)O)C1=O)=C\c1ccccc1	10	8	-7	-3	3	10	7	2	-2	2
CCc1ccccc1N(C(C)=O)c1nc(CCl)cs1	-8	-1	-9	9	4	1	-4	2	5	-3
Cc1ccc(-n2ccnc2SCC(=O)c2c(N)n(C3CC3)c(=O)[nH]c2=O)cc1C	9	-14	-2	3	-12	3	5	6	-12	-3
O=C(Nc1ccc(OC(F)(F)F)cc1)Nc1cccnc1	4	8	2	0	-4	-15	-2	4	2	0
O=C(Nc1ccccc1-c1ccccc1)c1ccc(Br)o1	6	-14	1	-3	-3	-13	-6	-3	1	-7
Cc1nn2c(nc(N3CCCCC3)c3ccccc32)c1C=O	-4	-20	-10	-61	-68	-4	3	2	16	-9
CC(NC(N)=O)C(=O)Nc1ccc(Cl)c(S(=O)(=O)Nc2ccc(Cl)cc2)c1 (stereo not given)	-8	5	3	-2	-8	-4	5	11	-2	-2
COC(=O)[C@]12C[C@H](CC(=O)NCCc3ccccc3OC)C(=O)N(CCC3=CCCCC3)C1=C[C@H](C(C)(C)C)O[C@@H]2C	2	4	8	-2	0	10	-5	4	7	1
S=C(NCCN(C1CCCCC1)C1CCCC1)Nc1cccc(Cl)c1	2	-4	1	7	-2	-5	2	-1	4	-1
Cc1cc(F)ccc1S(=O)(=O)Nc1ccccc1C(=O)NCc1ccccn1	-3	-151	-2	-29	-38	10	-2	0	11	-48
O=C(OCCN1CCCCC1)c1cccc(F)c1	-3	-2	-3	-2	-2	-3	-1	2	-2	-1
Cc1occc1-c1nnc(SCC(=O)N2CCN(c3ncccn3)CC2)n1-c1ccccc1	-1	-21	9	-7	-4	/	-6	6	/	-3
O=C(Nc1ccccc1C(=O)N1CCN(Cc2ccccc2)CC1)c1ccc(F)cc1	14	-1	7	-1	-7	-3	6	3	10	1
Cc1ccc2c(c1)C1CN(C)CCC1N2S(=O)(=O)c1cc(C(F)(F)F)ccc1Cl (stereo not given)	-8	5	9	0	-5	-5	-9	2	11	2

# High-throughput results deposited in PubChem by The Scripps Research Institute Molecular Screening Center.
